AmpC inh no detg = AmpC beta-lactamase inhibition without detergent | 0.52% of 330,000 active | P00811 | AID 485341 | Potency, µM (top dose mostly 57.1 µM), inactives show top-dose activity change, negative = inhibition, usual class: inhibitors | AmpC nitrocefin hydrolysis, absorbance 480 nm, 0.0001% Triton;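 further: potency means the concentration at half of the fitted maximal effect; plate controls were no compound for no effect and no enzyme for full effect; nearly all actives have a fitted effect of over 20% in size; some results filed as inactive show a strong effect at the top dose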
Target sequence (P00811 whole entry, looked up): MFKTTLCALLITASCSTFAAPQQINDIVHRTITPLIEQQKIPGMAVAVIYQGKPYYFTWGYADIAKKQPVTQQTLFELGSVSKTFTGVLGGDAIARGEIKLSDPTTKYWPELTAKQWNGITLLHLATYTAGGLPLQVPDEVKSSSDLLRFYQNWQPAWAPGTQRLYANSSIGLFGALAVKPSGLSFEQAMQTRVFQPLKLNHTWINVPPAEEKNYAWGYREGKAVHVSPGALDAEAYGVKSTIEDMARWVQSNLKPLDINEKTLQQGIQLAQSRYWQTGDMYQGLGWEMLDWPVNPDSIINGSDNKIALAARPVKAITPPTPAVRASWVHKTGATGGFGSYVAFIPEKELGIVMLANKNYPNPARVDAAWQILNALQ
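20 mM phosphate pH 7.0 + 0.01% (detergent screen) or 0.0001% Triton X-100; 5.3 nM AmpC reagent; cpd preinc 15 min RT; nitrocefin (800 uM stock) to start; A480 q20 s × 4 min; Activity was normalised to no-enzyme and no-compound control wells.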
AmpC detergent = inhibitors of E. coli AmpC beta-lactamase with detergent | Potency, µM (highest dose often 114 µM), for inactives: top-dose activity change, negative = inhibition, actives largely listed as inhibitors | P00811 | AID 485294 | 0.041% of 370,000 active | AmpC hydrolysis of nitrocefin, absorbance 480 nm, 0.01% Triton;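 further: potency means the concentration at half of the fitted maximal effect; 0% = no-compound wells and -100% = no-enzyme wells; nearly all actives have a fitted effect of over 25% in size; some results filed as inactive show a strong effect at the top dose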
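20 mM phosphate pH 7.0 + 0.01% (detergent screen) or 0.0001% Triton X-100; 5.3 nM AmpC reagent; cpd preinc 15 min RT; nitrocefin (800 uM stock) to start; A480 q20 s × 4 min; Activity was normalised to no-enzyme and no-compound control wells.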
HCV inh = inhibitors of hepatitis C virus infection. Huh7.5.1 HCVcc-Cre infection, luciferase reporter, 44 h. Potency, µM (doses to about 41.8 µM), for inactives: at the highest dose activity change, negative = inhibition, usual class: inhibitors. 3.4% of 340,000 active; further: potency means the concentration at half of the fitted maximal effect
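Seed cells (1,000/well) for 4 h; treat with compound and infect with HCVcc-Cre, moi about 0.5. Incubate 44 h, then detect luciferase activity.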
Sm TGR block = blocks Schistosoma mansoni thioredoxin glutathione reductase; Q962Y6; purified TGR, DTNB reduction, TNB absorbance 405 nm; Potency, µM (series often up to 114 µM), without a hit: at the highest dose activity change, negative = inhibition, most hits filed as inhibitors; 3% of 360,000 active; AID 485364; further: potency means the concentration at half of the fitted maximal effect; nearly all actives have a fitted effect of over 60% in size
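TGR 20 nM + NADPH 100 uM (dispensed conc.), cpd preinc 15 min RT; start with NADPH (500 uM addition) then DTNB (15 mM addition). Kinetic TNB absorbance, 405 nm filter. Four-parameter Hill fit across titration.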
FBPA Giardia inh = blocks Giardia fructose-bisphosphate aldolase activity; A8B2U2; purified Giardia FBPA; Potency, µM (doses to about 59.6 µM), for inactives: top-dose activity, negative = inhibition, hits mostly inhibitors; 0.71% of 290,000 active; AID 2451; further: potency means the concentration at half of the fitted maximal effect; nearly all actives have a fitted effect of over 55% in size
Target sequence (A8B2U2 whole entry, looked up): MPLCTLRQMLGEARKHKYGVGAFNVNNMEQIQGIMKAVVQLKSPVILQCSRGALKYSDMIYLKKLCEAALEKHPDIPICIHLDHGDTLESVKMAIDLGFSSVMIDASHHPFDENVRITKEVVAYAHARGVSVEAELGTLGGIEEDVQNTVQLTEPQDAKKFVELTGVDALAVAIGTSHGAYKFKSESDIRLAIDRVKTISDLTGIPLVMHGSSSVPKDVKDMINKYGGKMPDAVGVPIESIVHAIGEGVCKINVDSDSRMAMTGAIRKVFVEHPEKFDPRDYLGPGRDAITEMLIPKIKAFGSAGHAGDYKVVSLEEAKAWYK
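Giardia FBPA (40 nM reagent) was preincubated 10 min at RT with compound (up to 57.5 uM final), then substrate plus GAPDH/TPI/NAD/arsenate coupling system with diaphorase/resazurin was added; resorufin fluorescence (525/598 nm) was read after 20 min.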
HCMV antiviral = inhibitors of human cytomegalovirus; activity change, negative = inhibition, % at 57.5 µM; 4.5% of 410,000 active; HFF cells, HCMV-luciferase reporter, 72 h; hits give low values; AID 1259415; in the data active means activity change below about -60%; inconclusive means no clear call, values can overlap the other calls; inactive means above about -39%
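Inhibition of viral replication was scored as loss of reporter luminescence in HFFs infected with HCMV-luciferase (MOI 1 PFU/cell) for 72 h; compounds tested at 2 doses, normalized to buffer and Salinomycin controls.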
* hit, by the source's call; u = inconclusive; x = not tested or not shown; & = joins results of further samples; [ ] = dose if it differs, or a comment. Unless noted, the call rests on the fitted dose curve; in most records, active means well fitted curve in the direction sought with a large enough effect; inconclusive means small, poorly fitted or top-dose-only effect, or another doubt; inactive means no such curve, though single readings can be large; an effect the other way counts as inactive or inconclusive. Unless noted, on the % scale 0 is the no-effect control and ±100 the full control effect.

Compound | AmpC inh no detg | AmpC detergent | HCV inh | Sm TGR block | FBPA Giardia inh | HCMV antiviral
COc1ccc(NC(=O)N2CCN(c3ccc([N+](=O)[O-])cc3)CC2)cc1OC | 25% | 1% | 10µM* | 8% | u | -34
O=C(N/N=C1\CCCc2ccccc21)c1ccc([N+](=O)[O-])cc1Cl | -14% | -10% | u | -3% | 7% | 84
CCOc1ccc(C(=O)NN2C(=O)C3C4C=CC(O4)C3C2=O)cc1 (stereo unspecified) | -19% | 4% | 10% | 22µM* | 4% | 33
CN(CC(=O)Nc1ccccc1Cl)C(=O)c1cc(C2CC2)nn1-c1ccccc1 | 0% | -19% | -14% | -5% | x | -18
O=C(O)c1ccc(CSc2nnc(-c3ccncc3)n2-c2ccc(Br)cc2)cc1 | -6% | -11% | -12% | 8% | 21% | -29
COc1cc2c(cc1NC(=O)CSc1nnc(Cc3cccs3)n1C)oc1ccccc12 | 82%[activator] | 1% | 10µM* | 2% | -1% | 22
O=c1c2ccccc2[nH]c(=S)n1Cc1ccccc1 | -22% | -17% | -4% | -1% | 0% | -13
CCOC(=O)N1CCc2c(sc3c2c(=O)n(-c2ccc(F)cc2)c(=O)n3CC(=O)c2ccccc2)C1 | x | 7% | x | -2% | x | -11
CCO[C@H]1OC(C(=O)N2CCN(Cc3ccc4c(c3)OCO4)CC2)=C[C@@H](c2ccccc2)[C@@H]1CCCO | 194%[activator] | 7% | u | 0% | 14% | -7
Cc1cc(N)ccc1NC(=O)c1ccccc1 | 14% | 2% | 0% | -16% | 2% | 48
CCOC(=O)/C=C(/C)N1N=C(c2ccc(OC)cc2)CC1c1cccc([N+](=O)[O-])c1 (stereo unspecified) | -41% | -7% | 2% | -4% | -25% | -24
O=[N+]([O-])c1ccc(N2CCN(S(=O)(=O)c3ccccc3)CC2)cc1 | u | -5% | 5% | -1% | 13% | 1
O=C(Nc1ncc(Br)s1)C(Cc1ccccc1)n1cccc1 (stereo unspecified) | -35% | -11% | 12% | u | -2% | 0
CS(=O)(=O)N(CC(=O)NCCSCc1ccco1)c1ccc2c(c1)OCO2 | -5% | 3% | 8% | u | 3% | -29
CC(C)(C)CC(=O)O/N=C(\N)c1ccncc1 | -9% | 3% | 12% | 5% | 0% | -38
COCc1[nH]nc2c1C(c1ccsc1)C(C#N)=C(N)O2 (stereo unspecified) | -10% | -18% | 7% | -30% | -9% | 6
c1ccc(-c2nnc(-c3ccccc3)nn2)cc1 | -13% | 6% | 3% | 18% | 0% | -11
COC(=O)CSc1nnc(CNC(=O)c2ccc(OC)cc2OC)n1C | -3% | -1% | x | 4% | 0% | 49
O=S(=O)(NC1CCCC1)c1ccc(S(=O)(=O)N2CCc3ccccc32)cc1 | -25% | -6% | u | -14% | 3% | -99*
COc1ccc(NC(=O)Cn2c(=O)oc3cc(Cl)ccc32)c(OC)c1 | -20% | 1%&6% | -7% | -5%&14% | 1% | 32&11
Cc1cc(OC(C)C(=O)NCC2CCC(C(=O)O)CC2)c2c3c(c(=O)oc2c1)CCC3 (stereo unspecified) | 1% | -5% | 8% | -10% | 3% | -28
Cc1nc2ccccn2c1-c1csc(Nc2cccc(C(=O)O)c2)n1 | -21% | 1% | 13% | -19% | u | u
CC(=O)N(CCC1(C(C)C)CCOC(C)(C)C1)C(C)c1cccs1 (stereo unspecified) | 148%[activator] | 4% | 9% | 12% | 3% | 21
N#Cc1ccccc1Sc1ccccc1C(=O)OCC(=O)NC12CC3CC(CC(C3)C1)C2 | -33% | -11% | u | -3% | -3% | 23
Cc1ccccc1NC(=O)COC(=O)CC1CCCC1 | -15% | -10% | -3% | 4% | x | -10
O=C(Nc1cccc(Cl)c1)C1CCCN(S(=O)(=O)c2cnc[nH]2)C1 (stereo unspecified) | -17% | u | -20% | 2% | -5% | 7
Cc1oc2c(c(C)cc3oc(=O)c(CC(=O)NCCc4ccccc4F)c(C)c32)c1C | x | 1% | x | 1% | x | u
CCn1c(Sc2ccc(N)cc2Cl)nc2ccccc21 | -13% | 1% | u | u | -1% | 13
CN(CC(=O)Nc1ccccc1C(F)(F)F)C(=O)CCc1nc2sc3c(c2c(=O)[nH]1)CCCC3 | -18% | -2% | 0% | 6% | x | -11
Cc1cc(C)n(-c2ccc(C(=O)Nc3ccc(N4CCOCC4)cc3)cc2)n1 | -20% | 10% | 9% | 7% | 0% | -32
O=C(NNC(=O)c1cc(Br)ccc1O)c1csc(N2CCOCC2)n1 | 104%[activator] | -8% | u | -11% | x | x
Nc1cncc(C(=O)O)c1 | -7%&-7% | 2%&1% | 4%&10% | -1%&-7% | u | 5&-14
O=C(NC1CC(=O)N(c2ccccc2)C1)c1ccco1 (stereo unspecified) | x | -2% | x | 8% | x | 44
O=C(O)c1cc(N=Cc2c(O)c3ccccc3oc2=O)ccc1O | -18% | 1% | 11% | 4% | -16% | u
N#Cc1ccc(N2CCCNCC2)nc1 | -1% | -5% | -6% | 28µM* | -5% | -4
CCc1ccc(N2CCn3c2nc2c3c(=O)n(Cc3c(F)cccc3Cl)c(=O)n2C)cc1 | x | 10% | x | -6% | x | -6
COc1ccc(C(CNC(=O)c2cccc(S(=O)(=O)Nc3ccccc3OC)c2)N2CCCC2)cc1 (stereo unspecified) | 71%[activator] | -16% | -16% | -7% | x | -13
CCNc1nc(NC(C)C)nc(N(C)C#N)n1 | -2% | -6% | -10% | -10% | 3% | 0
COc1ccc(/C=N/N=C2/NC(=O)C(CC(=O)NC(C)C)S2)cc1 (stereo unspecified) | 4% | -2% | 1% | 8% | 3% | -24
CCOc1ccc(C2=[N+]([O-])C(C)(C)N(O)C2(C)C)cc1 | -1% | -17% | 4% | 6% | 2% | -8
CCOC(=O)c1ccc(NC2OC(=O)c3ccccc32)cc1 (stereo unspecified) | -2% | 1% | -2% | 1% | 2% | 1
CCN(CC)S(=O)(=O)c1ccc2c(c1)nc(CCC(=O)O)n2C | -11% | 5% | 2% | 8% | -7% | -31
O=C(NCCCN1CCCCC1)C1CCN(c2ncnc3c2nc2n3CCCCC2)CC1 | -5% | -8% | 3% | 5% | -7% | -5
O=C(O)Cn1cc(C(=S)N2CCOCC2)c2ccccc21 | -30% | -5% | 5% | -9% | -9% | 21
O=c1[nH]c2ccccc2n1CCCSCCCn1c(=O)[nH]c2ccccc21 | 35% | u | u | 2% | -5% | -66*
CC[C@@]12C(=O)N(c3ccccc3)C(=O)N1[C@H](c1ccc(OC)cc1)[C@@H]1C(=O)N(C(C)(C)C)C(=O)[C@@H]12 | 96%[activator] | u | 9% | -3% | x | 7
CC(C)C(C(=O)NCC1CCCO1)N(CC1CCCO1)C(=O)CNS(=O)(=O)c1ccccc1 (stereo unspecified) | 3% | 0% | 14% | 0% | 1% | -12
Cc1ccc(NC(=O)CCC(=O)n2nc(C)cc2C)c(C)c1 | -15% | -8% | 14% | 4% | 4% | 35
Cc1[nH]c2ccccc2c1/C=N/NC(=O)c1cccc(S(=O)(=O)Nc2ccccc2Cl)c1 | -28% | -10% | 4% | -16% | u | 2
CC(Oc1ccc(C(C)(C)C)cc1)C(=O)NC1CC(C)(C)NC(C)(C)C1 (stereo unspecified) | 19% | -3% | -6% | -13% | x | u

(next part)
SMILES	AmpC inh no detg	AmpC detergent	HCV inh	Sm TGR block	FBPA Giardia inh	HCMV antiviral
NC(=O)c1ccc(NC(=O)Cn2c(=O)n(-c3ccccc3)c(=O)c3oc4ccccc4c32)cc1	-29%	3%	4%	6%	3%	0
CCOC(=O)NC(O)C(=O)c1ccc(F)cc1 (stereo unspecified)	-21%	0%	13%	-2%	-3%	-30
C=CCNC(=O)CC(=O)N/N=C/c1ccc(C(=O)OC)cc1	u	1%	5%	-4%	3%	-67*
Cc1ccc(SCC(=O)NC(=O)NC2CCCC2)c(C)c1	-4%	1%	-1%	1%	x	-33
CN(C)c1ccc(/C=C/C#N)cc1	-7%	-7%	-11%	-1%	-1%	-1
O=C(Nc1cc(C(F)(F)F)ccc1N1CCOCC1)c1ccc[n+]([O-])c1	-19%	-7%	-1%	-8%	3%	42
O=c1c2ccccc2ncn1CCCSc1ccccc1	-5%	-1%	18%	14%	3%	28
COc1ccccc1N1CC(C(=O)Nc2nc(C)cs2)CC1=O (stereo unspecified)	-4%	u	-7%	u	x	33
CCN(CC)S(=O)(=O)c1nnc(NC(=O)COc2ccccc2)s1	x	25%	x	3%	x	-9
CCN(CC)CCCNC(=O)c1nn(C)c2c1CSc1ccccc1-2	x	22%	x	6%	x	6
COc1ccc(C(=O)Nc2ccc3c(c2)C(=O)NC3=O)cc1	-9%	u	-6%	-25%	3%	25
CCOC(=O)C1CCN(C(=O)/C=C/c2ccc(S(=O)(=O)N3CCOCC3)cc2)CC1	41%	x	-14%	x	x	-18
COC(=O)c1cccnc1-n1c(=O)c2cccnc2n(Cc2ccc(Cl)cc2)c1=O	81%[activator]	-9%	10%	-2%	-1%	11
Cn1c(=O)c2cc(S(=O)(=O)NCCC(=O)N3CC=C(c4ccccc4)CC3)ccc2n(C)c1=O	70%[activator]	-1%	x	u	-8%	-29
Cc1ccc(Nc2c(-c3ccc(N(C)C)cc3)nc3nc[nH]n23)cc1	x	18%	x	-4%	x	-8

From PubChem
